MITF inh – MITF inhibitors, primary screen, biochemical, AlphaScreen, human | AlphaScreen MITF homodimerization, bead proximity signal | AID 1259374, 2018 | inhibition, % at 2.6 µM | Microphthalmia-associated transcription factor (Homo sapiens), O75030 | 0.91% of 650,000 active; in the data active = inhibition above about 50%;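 note: 0% = vehicle wells with protein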
Target sequence (O75030 whole entry, looked up): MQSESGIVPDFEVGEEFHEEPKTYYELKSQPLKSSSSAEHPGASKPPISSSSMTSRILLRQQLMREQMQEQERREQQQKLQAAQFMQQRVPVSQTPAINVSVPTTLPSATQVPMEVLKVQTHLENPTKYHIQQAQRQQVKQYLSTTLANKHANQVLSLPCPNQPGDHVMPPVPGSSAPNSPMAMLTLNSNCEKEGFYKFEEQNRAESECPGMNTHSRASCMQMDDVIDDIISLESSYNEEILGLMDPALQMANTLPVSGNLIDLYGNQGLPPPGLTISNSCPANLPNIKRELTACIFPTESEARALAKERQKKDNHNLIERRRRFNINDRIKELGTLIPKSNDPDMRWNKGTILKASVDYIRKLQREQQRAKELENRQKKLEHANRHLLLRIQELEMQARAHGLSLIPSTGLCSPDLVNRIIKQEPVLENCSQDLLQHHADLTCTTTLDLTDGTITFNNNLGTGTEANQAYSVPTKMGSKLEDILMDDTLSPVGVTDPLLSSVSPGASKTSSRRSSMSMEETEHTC
TEAD-YAP block – TEAD-YAP interaction inhibition, primary screen, TEAD-YAP interaction inhibitor project, luminescence, HEK-TIYL cells; inhibition, % at 9.12 µM; 1.4% of 640,000 active; TEAD-Gal4/YAP UAS-luciferase luminescence; in the data active = inhibition above about 32%;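 note: 0% = median of test compound wells and 100% = reference inhibitor wells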
GPR151 ag – activators of human GPR151, primary screen, cell-based, PathHunter beta-arrestin, luminescence | PathHunter beta-arrestin GPR151 cells | activation, % at 11.2 µM | AID 1508602, 2020 | 1% of 650,000 active | G-protein coupled receptor 151 (Homo sapiens), Q8TDV0; in the data active = activation above about 4.9%;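 note: 0% = median of compound wells and 100% = cells with positive control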
Target sequence (Q8TDV0 whole entry, looked up): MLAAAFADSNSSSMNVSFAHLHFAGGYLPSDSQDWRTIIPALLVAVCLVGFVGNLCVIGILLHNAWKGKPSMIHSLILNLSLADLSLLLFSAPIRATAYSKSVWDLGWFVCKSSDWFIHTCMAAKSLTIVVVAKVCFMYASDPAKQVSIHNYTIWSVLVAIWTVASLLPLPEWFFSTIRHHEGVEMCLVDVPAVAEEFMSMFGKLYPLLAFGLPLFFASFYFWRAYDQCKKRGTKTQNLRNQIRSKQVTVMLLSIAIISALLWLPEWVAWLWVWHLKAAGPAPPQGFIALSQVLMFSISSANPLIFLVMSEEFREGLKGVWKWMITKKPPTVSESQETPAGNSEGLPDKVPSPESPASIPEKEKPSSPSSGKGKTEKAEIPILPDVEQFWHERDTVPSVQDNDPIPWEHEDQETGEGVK
FBW7 act – FBW7 E3 ligase activators, primary screen, biochemical, AlphaScreen, human | F-box/WD repeat-containing protein 7 (Homo sapiens), Q969H0 | AlphaScreen FBW7–phospho-cyclin E peptide binding, activator screen | normalized activity (activation), % at 26.1 µM | 0.13% of 650,000 active; in the data active = normalized activity above about 1.9%;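 note: purified mutant Fbw7 with reduced substrate affinity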
* marks the source's active call; other numbers are inactive results; / = no result given.

Structure	MITF inh	TEAD-YAP block	GPR151 ag	FBW7 act
O=C(Nc1nc2ccc([N+](=O)[O-])cc2s1)c1ccc(Cl)c(Cl)c1	10	4	0.8	0.1
Cc1cc2n(n1)c1cc(C)nn1c1c(S(=O)(=O)O)c(C)nn21	1	0	0.5	0.0
Nc1nonc1-c1noc(-c2ccccc2[N+](=O)[O-])n1	-3	-4	2.3	-0.1
O=C(NNC(=O)c1ccc(Oc2ccc(C(=O)NNC(=O)c3ccc(Br)cc3)cc2)cc1)c1ccc(Br)cc1	-2	0	0.2	0.1
O=C(O)CNS(=O)(=O)c1ccc(F)cc1	7	-5	-1.7	-0.1
CCCc1cc(C(=O)Cc2cc3ccccc3o2)c(O)cc1O	5	16	1.3	-0.1
CCOc1ccccc1C1C(C(=O)OC)=C(C)NC2=C1C(=O)CC(c1ccccc1)C2 (stereo not given)	0	-5	0.0	0.0
CCN(CC)c1ccc2cc(C(=O)NC(C)=O)c(=Nc3cccc(F)c3)oc2c1	11	-2	-0.6	0.1
CCOc1ccc(-c2nnc3ccc(SCC(=O)Nc4ccc5c(c4)OCO5)nn23)cc1	-3	4	0.2	-0.1
CC(=O)c1c(N2CCCCC2)nc2ccc(Cl)cc2c1-c1ccccc1	-7	1	0.9	0.0

The list goes on.
Structure	MITF inh	TEAD-YAP block	GPR151 ag	FBW7 act
Cc1ccc(C(c2nnnn2C(C)C)N2CCN(C(=O)c3ccco3)CC2)cc1 (stereo not given)	-4	5	1.8	-0.1
Cn1c(=S)n(CCC(=O)O)c2ccccc21	9	1	-1.3	0.4
Fc1ccc(-c2nc3cc(Cl)c(Cl)cc3nc2-c2ccc(F)cc2)cc1	9	4	0.2	0.5
CCOc1cccc2cc(C(N)=O)c(=Nc3ccc(C(=O)O)cc3)oc12	-10	18	0.6	-0.4
CC(=O)NC1(c2ccc(F)cc2)CCN(CCN2CCOCC2)CC1	14	2	0.2	0.0
COC(CNC(=O)C(C)C1Sc2ccccc2N(Cc2ccc(C)cc2)C1=O)OC (stereo not given)	-1	4	2.1	-0.1
COc1ccc(OC)c(-n2cnc3cc(C(=O)NCCc4ccccc4)ccc32)c1	-5	-21	0.1	0.0
N#C/C(=C(/O)c1ccc(Cl)cc1Cl)c1nnc(N2CCOCC2)n1-c1ccccc1	6	-13	1.1	0.1
CCOc1ccc(-n2c(SCC(N)=O)nnc2-c2ccccc2O)cc1	7	4	-1.2	0.2
CC(C)OC(=O)Cn1ncc2cccn2c1=O	10	-19	-1.4	0.1

Later entries
Structure	MITF inh	TEAD-YAP block	GPR151 ag	FBW7 act
CCCNc1nc(-c2ccc(N3CCOCC3)nc2)nc2c1ncn2Cc1ccc(C(F)(F)F)cc1	-3	2	0.0	0.0
COc1cc(C2C(C(=O)N3CCCC3)CCC(=O)N2c2ccc3c(c2)OCO3)cc(OC)c1OC (stereo not given)	2	-13	-0.3	0.2
CN1CCN(C(=O)c2ccc3c(c2)NC(=O)C(C)(C)O3)CC1	12	-10	0.3	0.1
CC(C)NC(=O)C(=O)NCC1OCCCN1S(=O)(=O)c1ccccc1 (stereo not given)	12	3	0.6	0.1
O=C(NN1C(=O)C2C(C1=O)C1C=CC2C12CC2)c1cccc(Cl)c1 (stereo not given)	10	3	-0.4	-0.1
CCCCCNC(=O)c1sc(=S)n(-c2ccccc2)c1N	9	-12	-0.1	-0.3
CC(=O)Nc1nnc(SCC(=O)Nc2ccccc2C)s1	-5	-4	-0.3	-0.1
O=C(c1cccc2ccccc12)N1CCN2C(=O)[C@@H]3CCCN3C(=O)[C@H]2C1	2	3	0.1	0.2
Cc1ccc(S(=O)(=O)NNC(=O)c2ccc3ccccc3n2)cc1	6	-1	1.6	-0.2
Cc1cc(C)cc(NC(=O)c2cccc3c2SCCC3=O)c1	-6	-3	-0.1	-0.1

The results go on.
Structure	MITF inh	TEAD-YAP block	GPR151 ag	FBW7 act
CC(C)C(=O)Nc1ccc(C(=O)Nc2ccccc2C(=O)O)cc1	-5	30	-1.6	-0.1
Cc1ccc(OCc2cnc[nH]2)cc1	0	7	-1.0	0.0
O=c1oc2c(Cl)cc(Cl)cc2cc1-c1nnc(Nc2ccccc2F)s1	5	15	0.3	-0.1
COc1ccccc1C1CC(c2ccccc2)=NN1C(=O)c1ccccc1 (stereo not given)	12	-3	-0.1	-0.1
COCCN1C(=O)c2ccccc2C(C(=O)NC(C)C)C1c1c[nH]c2ccccc12 (stereo not given)	-6	-4	-0.4	-0.2
CN1CCN(C(=O)c2ccc(-c3ncc(C(=O)Nc4ccc(N5CCOCC5)cc4)s3)cc2)CC1	-5	-11	2.2	-0.2
CCOC(=O)C1=CN(C)C=C(C(=O)OCC)C1c1cccc([N+](=O)[O-])c1	1	-4	0.7	-0.2
CC(O)c1nc2ccccc2n1Cc1ccc(F)cc1 (stereo not given)	10	5	2.5	-0.7
CCCCOc1ccccc1NC(=O)COC	-4	1	1.8	0.1
CCCCOc1ccc(C(=O)Nc2nc(-c3ccc(OC)cc3)cs2)cc1	5	-4	-0.5	0.0

Arranged by count of non-hydrogen atoms (lowest first): some entries from above.
Structure	MITF inh	TEAD-YAP block	GPR151 ag	FBW7 act
CCCCOc1ccccc1NC(=O)COC	-4	1	1.8	0.1
CC(O)c1nc2ccccc2n1Cc1ccc(F)cc1 (stereo not given)	10	5	2.5	-0.7
O=c1oc2c(Cl)cc(Cl)cc2cc1-c1nnc(Nc2ccccc2F)s1	5	15	0.3	-0.1
COc1ccccc1C1CC(c2ccccc2)=NN1C(=O)c1ccccc1 (stereo not given)	12	-3	-0.1	-0.1
COCCN1C(=O)c2ccccc2C(C(=O)NC(C)C)C1c1c[nH]c2ccccc12 (stereo not given)	-6	-4	-0.4	-0.2

More compounds follow.
Structure	MITF inh	TEAD-YAP block	GPR151 ag	FBW7 act
Cc1ccccc1C(=O)OC1CC2CCC1(C)C2(C)C (stereo not given)	3	7	1.1	0.1
O=C(Nn1c(=S)[nH]c2ccccc2c1=O)C12CC3CC(CC(C3)C1)C2	3	-3	-1.5	0.0
CCOC(=O)c1sc(NC(=O)C(C)Sc2nnc(CNC(=O)c3cccs3)n2-c2cccc(C)c2)c(C(=O)OCC)c1C (stereo not given)	-10	-8	-0.5	-0.2
CCCc1cc(=O)n(CC)c(NC2CCCCC2)n1	-13	-1	-1.0	-0.2
COc1ccc(CCNc2cc(Nc3cc(OC)c(OC)c(OC)c3)ncn2)cc1	1	-24	-1.0	-0.1
N#CCNS(=O)(=O)c1cc(Cl)ccc1Cl	6	-3	0.1	-0.1
O=C1C2C3C=CC(CC3)C2C(=O)N1/N=C/c1cc(Br)c(O)cc1O (stereo not given)	14	-6	-0.7	0.0
Cc1ccc2nc(NCc3ccccc3)c(C=Nc3ccc(Cl)cc3)c(=O)n2c1	21	6	-1.7	0.0
CC1=C(C(=O)Nc2ccc(Cl)cc2)C(c2cccc([N+](=O)[O-])c2)NC(=O)N1 (stereo not given)	-8	-3	-0.2	-0.2
COc1cc2nc(Nc3cccnc3)nc(Nc3ccccc3)c2cc1OC	21	-26	-0.6	0.1

Further results follow:
Structure	MITF inh	TEAD-YAP block	GPR151 ag	FBW7 act
COC(=O)CN(C)C(=O)CC1C(=O)NCCN1Cc1ccc(F)cc1Cl (stereo not given)	1	-10	-1.9	0.1
C/C(CC(=O)Nc1ccccc1C#N)=N\NC(=O)c1ccoc1C	-14	-22	-6.9	-0.1
COC(=O)CNS(=O)(=O)c1ccccc1	-2	2	0.0	0.0
COc1ccccc1CNC(=O)C1CCCN(C(=O)N2CCOc3ccccc32)C1 (stereo not given)	6	-2	0.0	-0.1
CNC(=O)c1[nH]cnc1C(=O)Nc1ccc(C)cc1	4	3	0.4	-0.2
CCOCCOC(=O)C1=C(C)NC2=C(C(=O)CC(C)(C)C2)C1c1ccc(OC)c(OC)c1OC (stereo not given)	3	-10	2.9	-0.2
COc1ccc(CCNC(=O)c2ccc3nc(-c4ccc(C(=O)NC5CC5)cc4)sc3c2)cc1	4	1	0.7	0.0
O=C(O)CCc1ccc(NCc2cccc(Oc3ccccc3)c2)cc1	4	/	-2.4	/
COCCNC(=O)c1csc2c1CCC(C)C2 (stereo not given)	8	-19	-1.0	0.5
COc1ccccc1C1N(c2ccc(C)cc2)CCN1c1ccc(C)cc1	12	3	0.5	0.3

Continuation.
Structure	MITF inh	TEAD-YAP block	GPR151 ag	FBW7 act
CCOC(=O)c1c(NC(=O)COc2ccc(F)cc2)sc2c1CCC(C)C2 (stereo not given)	8	2	-0.6	0.0
CC(Oc1ccc(C(=O)NCCc2ccccc2)cc1)C(=O)O (stereo not given)	-1	-9	-1.6	0.1
O=C1/C(=C/c2ccncc2)SC(=S)N1c1cccc(F)c1	-1	-17	-1.4	-0.2
CC(=O)C1=C(O)C(=O)OC1c1ccc2c(c1)OCO2 (stereo not given)	20	17	2.4	0.1
N#CC1=C(SCC(N)=O)NC(=O)CC1c1ccsc1 (stereo not given)	15	-2	-1.1	-0.1
O=C(c1nccs1)C1CCN(C(=O)c2cc3c(s2)CCC3)CC1	6	6	0.3	-0.1
O=C1N[C@@H](Cc2ccc(Cl)cc2)C(=O)N2CCN(C(=O)c3ccc(F)cc3)C[C@H]12	-9	-5	-0.9	0.0
CCOC(=O)c1c(C)n(C)c2ccc(OC(=O)C(C)(C)C)cc12	-6	-14	-2.9	0.1
N#C/C(C(=O)NCc1ccccc1)=C(/O)CN1C(=O)NC(Cc2c[nH]c3ccccc23)C1=O (stereo not given)	4	8	1.0	-0.1
COc1cccc(C(N)CC(=O)O)c1OC (stereo not given)	2	-10	-0.1	0.1

Continuation.
Structure	MITF inh	TEAD-YAP block	GPR151 ag	FBW7 act
O=C(NCCc1cccc(Cl)c1)c1cccs1	-10	-71	-2.0	0.1
N#Cc1c(NC(=O)CSc2nnc(NCc3ccccc3)s2)sc2c1CCCC2	-9	-7	0.8	0.1
COc1ccc(NC(=O)NC2CCCCC2)cc1N1CCCC1=O	-6	2	2.4	0.0
CCOc1ccccc1CN1CCC(C(=O)N(CC)CC)CC1	16	-7	0.4	-0.1
Cc1cc(C)c2nc3s/c(=C\c4ccc(C(C)(C)C)cc4)c(=O)n3c2c1	-9	10	-0.7	0.3
O=C1CCCN1CCn1cnc2c(NCc3cccc(C(F)(F)F)c3)nc(Nc3cnccn3)nc21	11	9	-1.5	0.0
O=[N+]([O-])c1ccc(/C=N/Nc2ncc(C(F)(F)F)cc2Cl)o1	39	26	-1.0	0.5
CSc1ncc(C(=O)Nc2ccc(Cl)cn2)c(C)n1	-3	-8	0.2	0.0
COc1ccc(NC(=O)C(=O)N/N=C/c2ccccc2C(F)(F)F)c(OC)c1	-9	-5	2.3	0.1
O=C(c1ccc(Cl)cc1)N(Cc1ccc(Br)cc1)c1ccc(I)cc1	-4	-12	-0.7	0.1

The list goes on.
Structure	MITF inh	TEAD-YAP block	GPR151 ag	FBW7 act
COC(CNc1cc(-c2cncc(-c3ccc(F)cc3)c2)nc(C)n1)OC	11	-4	1.1	0.1
C=CCc1cc(Cl)ccc1OCCCCNCCOC	24	9	-0.7	-0.1
COC(=O)c1ccc(CN2C(=O)C(=O)N(C3CCCC3)C2=O)o1	-11	3	0.0	0.0
O=S(=O)(c1cc(Cl)ccc1Cl)N1CCC(c2ccccc2)C1 (stereo not given)	-3	1	-0.4	0.0
CCN(CC)S(=O)(=O)c1nnc(NC(=O)CCc2ccccc2)s1	3	-1	2.3	0.1
Cc1ccc(Cn2ccc(NC(=O)c3cc(C4CC4)on3)n2)cc1	-5	-6	2.1	0.0
O=C1CC(c2ccccc2)CC(O)=C1C=NCc1ccc(Cl)c(Cl)c1 (stereo not given)	-11	-11	-1.3	-0.1
COc1cccc2c3c([nH]c12)C1(CCN(Cc2ccc(F)cc2)CC1)N(C(C)=O)CC3	3	16	-0.2	-0.6
O=C(Nc1cccc(F)c1)C1CCN(c2ccc(-n3cccn3)nn2)CC1	8	7	-1.1	0.1
Cc1[nH]n(-c2ccccc2)c(=O)c1C1Nc2ccccc2C(=O)N1CCc1ccccc1 (stereo not given)	20	-6	-2.3	-0.3

(listing goes on)
Structure	MITF inh	TEAD-YAP block	GPR151 ag	FBW7 act
Cc1cccc(NC(=S)Nc2cccc(F)c2)n1	20	-8	2.9	-0.2
CCN(CC)C(=O)c1c(CCc2ccccc2)n(CCN(C)C)c(C)cc1=O	6	9	0.2	0.0
COC(=O)c1c(-c2cccc(C)c2)csc1N	14	1	-0.1	0.0
Cc1c(C(=O)OCC(=O)N(C)C2CCS(=O)(=O)C2)oc2ccc(Br)cc12 (stereo not given)	-5	-2	-0.2	-0.1
Cc1ccc(F)cc1NC(=O)c1sc2ncn(CC(=O)N3CCCC(C)C3)c(=O)c2c1C (stereo not given)	-4	-10	-1.5	0.1
CC(C)N(CCNc1nc(Nc2ccncn2)nc2c1ncn2C1CCCCC1)C(C)C	-7	16	-1.5	-0.2
CCOC(=O)c1c(NC(=O)CN2C(=O)NC3(CCCCCC3)C2=O)sc2c1CCCC2	11	1	0.0	0.1
Cc1nc(N2CCOCC2)c2c(C)c(C(=O)Nc3ccc(F)c(Cl)c3)sc2n1	3	-1	0.2	-0.2
CCN(CC)CCN(C)Cc1cc(Br)ccc1OC	-2	-6	1.1	-0.1
CCC(C)c1ccc(OCC(=O)Nc2cc(C)on2)cc1 (stereo not given)	12	-27	-0.1	0.3

Assay outcomes as filed in PubChem.
